Screening results from PubChem.
CHT block = inhibitors of human choline transporter CHT | High affinity choline transporter 1 (Homo sapiens), Q9GZV3 | 310,000 compounds, 0.86% hits | CHT-expressing cells, membrane potential dye, choline response; stronger effect = lower value | B-score at 10 µM;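 active = B-score over 3 SD under the library average, and starting fluorescence ratio not unusually high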;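 note: choline stimulus applied at its EC90 after an EC20 pre-addition; B-score computed on integrated fluorescence ratio after choline addition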
Target sequence (Q9GZV3 whole entry, looked up): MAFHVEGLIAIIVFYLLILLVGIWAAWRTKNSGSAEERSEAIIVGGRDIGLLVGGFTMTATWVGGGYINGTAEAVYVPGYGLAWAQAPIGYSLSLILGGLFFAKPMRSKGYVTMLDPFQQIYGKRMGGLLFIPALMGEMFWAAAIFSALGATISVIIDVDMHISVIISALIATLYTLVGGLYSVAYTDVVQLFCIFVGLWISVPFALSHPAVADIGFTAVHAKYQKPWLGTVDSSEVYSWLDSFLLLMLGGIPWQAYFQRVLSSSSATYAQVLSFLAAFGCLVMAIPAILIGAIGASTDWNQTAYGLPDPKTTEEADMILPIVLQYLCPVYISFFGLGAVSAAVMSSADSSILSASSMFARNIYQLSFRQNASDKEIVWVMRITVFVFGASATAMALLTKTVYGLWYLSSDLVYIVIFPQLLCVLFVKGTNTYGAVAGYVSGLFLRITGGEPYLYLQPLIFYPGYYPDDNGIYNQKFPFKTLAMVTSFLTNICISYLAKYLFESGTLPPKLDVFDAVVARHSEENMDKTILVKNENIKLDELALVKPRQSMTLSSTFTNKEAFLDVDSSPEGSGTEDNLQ
KCNQ2 inh = KCNQ2 potassium channel inhibitors, primary screen, cell-based, CHO-K1, FluxOR thallium flux, B-score (AID 2156). Potassium voltage-gated channel subfamily KQT member 2 (Rattus norvegicus), O88943. 20 min; stronger effect = lower value. B-score at 10 µM. 310,000 compounds, 1.1% hits;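 active = fluorescence ratio B-score at most minus 3 library SDs, with starting brightness B-score within 2 library SDs, cut at about -5.5 in these data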
* hit, by the source's call; i = inactive; . = no result given. Random draw from the library, and some 1.9% of all compounds hit somewhere here.

| SMILES | CHT block | KCNQ2 inh |
| --- | --- | --- |
| Nc1ccc(O)c2c(=O)cc(-c3ccccc3Cl)oc12 | i | i |
| CCOc1ccc(NC(=NCc2ccc3c(c2)OCO3)SC2CC(=O)N(c3ccc(C(=O)O)cc3)C2=O)cc1 (stereo not given) | i | i |
| CC(C)(C)c1ccc(CNc2cc(N3CCOCC3)ccc2[N+](=O)[O-])cc1 | i | i |
| O=C(O)CNC(=O)c1ccc(OC(F)F)cc1 | i | i |
| Cc1ccc(-c2nc3c(c(=O)[nH]c(=O)n3Cc3ccccc3)n2C)s1 | i | i |
| CCc1cc2c3c([nH]c2cc1S(=O)(=O)NCCCOC)CC(C)(C)CC3=O | i | i |
| COc1ccc(C(c2sc3nc(C)nn3c2O)N2CC(C)OC(C)C2)cc1OC (stereo not given) | i | i |
| O=c1ccc2cc3c([nH]c4ccc(Br)cc43)oc-2c1O | i | i |

A different layout for part of the listing above:
structure: COc1ccc(C(c2sc3nc(C)nn3c2O)N2CC(C)OC(C)C2)cc1OC (stereo not given)
  CHT block: i
  KCNQ2 inh: i
structure: O=C(O)CNC(=O)c1ccc(OC(F)F)cc1
  CHT block: i
  KCNQ2 inh: i
structure: O=c1ccc2cc3c([nH]c4ccc(Br)cc43)oc-2c1O
  CHT block: i
  KCNQ2 inh: i
structure: Cc1ccc(-c2nc3c(c(=O)[nH]c(=O)n3Cc3ccccc3)n2C)s1
  CHT block: i
  KCNQ2 inh: i

Back to the main list, starting two compounds before the break.
| SMILES | CHT block | KCNQ2 inh |
| --- | --- | --- |
| COc1ccc(C(c2sc3nc(C)nn3c2O)N2CC(C)OC(C)C2)cc1OC (stereo not given) | i | i |
| O=c1ccc2cc3c([nH]c4ccc(Br)cc43)oc-2c1O | i | i |
| COc1cccc(NC(=O)CCC2CCN(C(=O)c3scnc3C)CC2)c1 | i | i |
| O=C(Cn1c(=O)oc2ccccc21)Nc1ccc(S(=O)(=O)N2CCCCC2)cc1 | i | i |
| O=C(O)c1ccc(Cl)c(S(=O)(=O)N2CCCC2)c1 | i | i |
| Cc1ccc(-c2nn3c(C)nnc3s2)cc1NC(=O)C(C)C | i | i |
| O=C1C2C3C=CC(C3)C2C(=O)N1c1cccnc1 (stereo not given) | i | i |
| CC(NCc1ccc(OCc2ccc(Cl)cc2)cc1)C(O)c1ccccc1 (stereo not given) | i | i |
| CC(C)C[C@H](N)c1cn([C@@H](Cc2ccc(O)cc2)C(=O)N2CCNCC2)nn1 | i | i |
| CCOC(=O)C1CCN(CC(C)(C)NS(=O)(=O)c2ccc(C)cc2)CC1 | i | i |
| CCOc1ccc(S(=O)(=O)N2CCC(C(=O)NCC3CCCO3)CC2)cc1Cl (stereo not given) | i | i |
| COc1ccccc1NCCC(=O)OCC(=O)NC1CCCCCC1 | i | i |
| CN1C2CCC1CC(OC(c1ccccc1)c1ccccc1)C2 (stereo not given) | i | i |
| Oc1ccc(/C=N/Nc2ccc(C(F)(F)F)cn2)c(O)c1 | i | i |
| O=C(COC(=O)CCSc1ccc(Cl)cc1)NCc1ccco1 | i | -8.1* |
| CCC(C)NC(=O)COC(=O)c1ccc(Cl)cc1O (stereo not given) | i | i |
| COCCOC(=O)c1c(C)oc2ccc(OCC=C(C)C)cc12 | i | i |
| Cn1c(CCC(=O)Nc2cc(S(C)(=O)=O)ccc2Cl)nc2cc(S(=O)(=O)N3CCOCC3)ccc21 | i | i |

With a hit mark in KCNQ2 inh, among the entries above:
| SMILES | CHT block | KCNQ2 inh |
| --- | --- | --- |
| O=C(COC(=O)CCSc1ccc(Cl)cc1)NCc1ccco1 | i | -8.1* |

Carrying on.
| SMILES | CHT block | KCNQ2 inh |
| --- | --- | --- |
| COc1ccc(NS(=O)(=O)c2ccc3oc(SC(C)C(N)=O)nc3c2)cc1 (stereo not given) | i | i |
| COc1ccc(CN2CCN(CC=C(C)C)C(CCO)C2)cc1Cn1cncn1 (stereo not given) | i | i |
| O=c1c2sc3nc(N4CCOCC4)c4c(c3c2ncn1CCc1ccccc1)CCCC4 | i | i |
| COC(=O)c1cc2nc(-c3ccc(OC)c(OC)c3)cc(C(F)(F)F)n2n1 | i | . |
| Cn1c(Cc2ccccc2)nnc1SCC(=O)Nc1ccccc1N1CCOCC1 | i | i |
| Cc1[nH]n(-c2ccccc2)c(=O)c1N=Nc1ccc2c(c1)OCO2 | i | i |
| CC1(C)Cc2c(C#N)c(N)n(-c3ccccc3)c(=S)c2CO1 | i | i |
| Cc1ccc(CSCc2nnc(SCC(=O)N3CCN(c4ccccc4)CC3)n2C)cc1 | i | i |
| CSCCC(NC(=O)c1ccccc1)C(=O)NNC(=O)c1csc(N2CCOCC2)n1 (stereo not given) | i | i |
| Nc1c(C(=O)Nc2ccc(S(=O)(=O)N3CCCC3)cc2)sc2nc3cc4c(cc3cc12)CCC4 | i | i |
| CCCCn1c(N)c(N(CC)C(=O)CSCC(=O)Nc2ccc(OC)cc2)c(=O)[nH]c1=O | i | i |
| Fc1ccccc1CSc1nnc(-c2cccs2)o1 | i | i |
| COc1cc(-c2nnc(SCc3cc(=O)oc4cc(C)ccc34)o2)cc(OC)c1OC | i | i |
| Cc1[nH]n(-c2ccccc2)c(=O)c1/C=N/O | i | i |
| CC(=O)Nc1ccc(N2CCCC2)cc1 | i | i |
| O=C(O)c1ccc(-c2ccccn2)s1 | i | i |
| CCN(Cc1cnn(C)c1)C(=O)CC1C(=O)NCCN1Cc1cccc(OC)c1OC (stereo not given) | i | i |
| CCOc1ccc(NC(=O)Cn2c(=O)n(CC3CCCO3)c(=O)c3ccccc32)cc1 (stereo not given) | i | i |
| C=CCN(CC=C)S(=O)(=O)c1ccc(NC(=S)NC(=O)/C=C/c2ccccc2)cc1 | i | i |
| COc1ccc(-c2noc(N3CCC(C(=O)NCc4ccc(Cl)cc4)CC3)n2)cc1 | i | i |
| CCCCN(C)C(=O)c1cc2cc3ccc(OC)cc3nc2s1 | i | i |
| CC1=NOC(=O)/C1=C\c1ccccc1 | i | i |
| COc1ccccc1NC(=O)c1ccc(NC(=O)COC(=O)C2CCCCC2)cc1 | i | i |
| COc1ccc(N(C(=O)/C=C/C(=O)Nc2cc(C)on2)C(C(=O)NC2CCCC2)c2ccccc2C)cc1 (stereo not given) | i | i |
| CCC(=O)Nc1ccc(C(=O)CSc2nnc(-c3ccccc3F)n2CCc2ccccc2)cc1 | i | i |
| COCCCNCCCOc1ccc(Cl)cc1Br | i | i |
| Cc1ccc(C(=O)NC(=S)Nc2ccc3[nH]c(=O)[nH]c3c2)cc1 | i | i |
| COc1ccc(NS(=O)(=O)c2cccs2)cc1S(=O)(=O)N1CCOCC1 | i | i |
| COc1ccc(C2=CC(c3ccc(OC)c(OC)c3)NC(=S)N2)cc1 (stereo not given) | i | i |
| CCNC(=O)NCc1c(C)c(C)n(Cc2ccccc2)c1-n1cccc1 | i | i |
| O=C1c2cccc(OCc3ccc(F)cc3)c2CCN1Cc1ccccc1 | i | -6.5* |
| O=C(Nc1ccc(Cl)cc1)Nc1csc([N+](=O)[O-])c1 | i | i |
| COCCCn1c2nc3ccccc3nc2c2c(=O)n(Cc3ccc(Cl)cc3)cnc21 | i | i |
| CCC(C)NC(=O)C1CCN(S(=O)(=O)c2cccs2)CC1 (stereo not given) | i | i |
| Cc1ccccc1NC(=O)N1CCCC1C(=O)NCc1cccs1 (stereo not given) | i | i |
| CC(=O)Nc1ccc(S(=O)(=O)N2CCN(C(=O)c3ccccc3F)CC2)cc1 | i | . |
| CCC(CO)NC(=O)c1cccc(S(=O)(=O)N2c3ccccc3CC2C)c1 (stereo not given) | i | i |
| Cc1ccc2cc(CN(CC3CCCO3)C(=S)NCc3ccco3)c(=O)[nH]c2c1C (stereo not given) | i | i |
| Fc1ccc2nc(C(F)(F)F)cc(N3CCOCC3)c2c1 | i | i |
| Cc1ccc2oc(C(=O)N3CCN(CCO)CC3)c(C)c2c1 | i | i |
| COCCCNC(=O)Cc1c(C)c2c(cc(C)c3c(C)c(C)oc32)oc1=O | . | i |
| CC1CCN(S(=O)(=O)c2ccc(NC(=O)C3CC3)cc2)CC1 | i | i |
| CCCCOc1ccc(Cl)cc1Nc1nc(NCCO)nc(N2CCCC2)n1 | i | i |
| CC1CCN(c2ccc(C(=O)Nc3ccc4c(c3)OCO4)cc2[N+](=O)[O-])CC1 | i | i |
| CCN(CC)c1ccc(/C=C/C(=O)c2cccnc2)cc1 | i | i |
| CC(=O)N1N=C(c2ccc(C(C)(C)C)cc2)OC1(C)C | i | i |
| CCCOc1ccc(CSc2n[nH]c(C)n2)cc1 | i | i |
| CCn1ncc(Cl)c1C(=O)Nc1cc(Cl)ccc1Cl | i | i |
| CN(C)C(=O)CCc1nc2sc3c(c2c(=O)[nH]1)CCCC3 | i | i |
| COc1ccc(CNc2cccc(C)n2)c(O)c1 | i | i |
| COc1ccc(-c2c(C)oc3c(CN4CCN(C)CC4)c(O)ccc3c2=O)cc1 | i | i |
| Cc1ccc(CNc2ccc(N3CCOCC3)cc2)cc1 | i | i |
| Cc1cc(NC(=O)c2cccc(S(=O)(=O)N3CC(c4ccccc4)CC3=O)c2)no1 (stereo not given) | i | i |
| CCc1ccc(-c2nc(C)c(CCO)c(=O)[nH]2)cc1 | i | i |
| O=[N+]([O-])c1cc(S(=O)(=O)N2CCCC2)ccc1OCc1ccccc1 | i | i |
| CCOC(=O)c1cnc2c(cnn2C)c1NCCC(O)C(F)(F)F (stereo not given) | i | i |

New compounds follow.
Values run as follows: CHT block | KCNQ2 inh
CC(=O)c1cc(C#N)c(SCc2ccc(F)cc2)nc1C
    i | i
CCOc1ccccc1NC(=O)CN1CCC(NC(=O)Nc2ccccc2)CC1
    i | i
Cc1ccccc1OCC(=O)Nc1cccc(Cl)c1C
    i | i
CCCN1CCC(Oc2cccc(C(=O)NCCc3ccccc3)c2)CC1
    -11* | i
COc1cccc(-c2c(C#N)c(N)nc3c2c(C)nn3-c2ccccc2)c1O
    i | i
Cc1cc(Cl)ccc1OCC(=O)N1C(C)CCCC1C (stereo not given)
    i | i
N=c1c2ccccc2nc2n1CCCCCCCCCCC2
    i | i
CC(C)SCCCCOc1ccc2ccccc2c1
    i | -6.9*
CCC(=Nc1ccccc1O)C1=C(O)CC(c2ccccc2)CC1=O (stereo not given)
    i | i
CN(CC(=O)Nc1nc2ccccc2s1)S(=O)(=O)c1ccccc1
    i | i
CN(/N=C/c1cc(Cl)cc(Cl)c1O)c1c(Cl)cccc1[N+](=O)[O-]
    i | i
CCOC(=O)C1CCN(C(=O)CN2C(=O)C(C(C)C)Oc3ccccc32)CC1 (stereo not given)
    i | i
O=C(CCSCc1ccc(Cl)cc1)NC1CCCC1
    i | i
CC(Oc1ccccc1)C(=O)NNC(=O)c1ccccn1 (stereo not given)
    i | i
O=C(N1CCN(c2ccccc2)CC1)C12CC3CC(CC(C3)C1)C2
    i | i
Oc1c(Br)cc(/C=N/Nc2ccc(Cl)nn2)cc1Br
    i | i
O=C(Nc1c2c(nn1-c1ccc(F)cc1)CS(=O)C2)c1ccc2c(c1)OCO2 (stereo not given)
    i | i
N#Cc1c(NC(=O)c2ccncc2)sc2c1CCC2
    i | i
Cc1ccc(-c2cc(C(=O)Nc3nccs3)c3ccccc3n2)o1
    i | -5.7*
CCOC(=O)C[C@H]1c2ccccc2S(=O)(=O)N1c1ccccc1
    i | i
COc1ccc(S(=O)(=O)N2CCCCCC2)cc1NC(=O)Cc1ccccc1F
    i | i
CC(=O)Oc1ccccc1/C=C/c1nc2ccccc2c(=O)o1
    i | i
CC(C)Cn1c(=O)c2c(c3ccccc31)OC(C)C(=O)N2 (stereo not given)
    . | i
COc1ccccc1C(=O)N/C(=C\c1ccc(Br)cc1)C(=O)NCC(=O)O
    i | i
CCS(=O)(=O)N1CCN(Cc2nc3ccccc3c(=O)[nH]2)CC1
    i | i
O=C(O)c1ccccc1-c1nc2ccccc2c(=O)n1O
    i | i
Cc1cccc(NC(=S)N(CCCN2CCOCC2)Cc2ccccn2)c1
    i | i
CN1CCN(c2ccc(-c3cccc(NC(=O)COc4ccccc4)c3)nn2)CC1
    i | i
NC(=O)c1ccsc1NC(=O)CSc1nnc(C2CC2)n1Cc1ccccc1
    i | i
COc1ccc(/C=N/NC(=O)c2ccccc2)cc1OS(=O)(=O)c1ccccc1
    i | i
CCOC(=O)c1nnn(-c2nonc2N)c1C
    i | i
CCOc1ccc(NC(=O)/C(C#N)=C/c2cn(CC(=O)O)c3ccccc23)cc1
    i | i
CC1CC(C)(C)NC(=S)N1CC(=O)N1CCN(Cc2ccccc2)CC1 (stereo not given)
    i | i
O=C(NCCc1ccc(Cl)cc1)c1cccnc1
    i | i
CN(C)S(=O)(=O)N1CCN(C(=O)N(c2ccccc2)c2ccccc2)CC1
    i | i
CC(=O)OCC1=C(C(=O)O)N2C(=O)C(NC(=O)C(C)Cn3cc(Cl)cn3)C2SC1 (stereo not given)
    i | i
CC(=O)NC1=NN(C(C)=O)C2(S1)C(=O)N(CC(C)C)c1ccc(C)cc12 (stereo not given)
    i | i
CCCNC(=O)c1ccc(N2CCC3(CC2)CC(c2cccc(Br)c2)=NO3)c(NC(=O)c2c(Cl)cccc2Cl)c1
    i | i
Cc1ccc(CNc2oc(C)nc2C#N)cc1
    i | i
CCCCCN1C2=NCCN2c2ccccc21
    i | i
C[C@@]12CC[C@H]3OC(=O)C=C3C1CC[C@@]13CC(CCC12)[C@](CO)(O[C@H]1O[C@H](CO)[C@@H](O)[C@H](O)[C@H]1O)C3 (stereo not given in full)
    i | i
CCOc1ccccc1C(C(=O)NC1CCCC1)N(Cc1ccco1)C(=O)CNC(=O)c1ccco1 (stereo not given)
    i | i
Cc1cc(C)c(C)c(S(=O)(=O)N2CCC(C(=O)Nc3ccc(S(=O)(=O)N4CCOCC4)cc3)CC2)c1C
    i | i
Cc1nc(/C(=N/O)C(N)=O)cs1
    i | i
Cc1ccc2[nH]c3nc(SCCN4CCOCC4)nnc3c2c1
    i | i
